Bcl-B TR3 displacers – displacers of TR3 peptide from Bcl-B, primary screen, selectivity assay for Bfl-1 inhibitor project, biochemical, fluorescence polarization. FP displacement of FITC-TR3 peptide from Bcl-B; higher % means a stronger effect. displacement, % at 20 µM; hits with a dose series show IC50 in µM. 96,000 tested, 0.11% active. AID 748, 2007;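 active = displacement above 50% at 20 µM plus a fluorescence interference ratio under 1.5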;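 note: plate controls were wells without compound for no effect and wells lacking Bcl-B protein for full effect; a part of the inactive calls stands beside numbers as strong as those of hits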
IL1B NFkB pot – enhancers of NFkB p65 translocation in HUVEC – imaging, IL-1B stimulus, high-content imaging, primary screen | 94,000 tested, 0.3% active | HUVEC IL-1B NFkB p65 nuclear translocation imaging | activation, % at 2 µM | AID 819, 2007;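 active = activation above 40%, about the mean plus 3 SD, also judged a hit on visual image review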;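 note: percent activation is computed from the nuclear over cytoplasmic p65 intensity ratio; values of inactives mirror those of a sister screen read the other way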
NFkB transloc inh – inhibitors of IL-1B driven NFkB p65 nuclear import, primary screen, imaging, HUVEC, IL-1B stimulus, high-content imaging; inhibition, % at 2 µM; HUVEC IL-1B NFkB p65 nuclear translocation imaging; 94,000 tested, 0.43% active;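 active = inhibition above about 30% together with a positive call from visual inspection of the well image, limit read from the data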;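 note: nuclear over cytoplasmic p65 intensity ratio measured by imaging; 0% = IL-1B stimulated DMSO wells and 100% = unstimulated DMSO wells; values of inactives mirror those of a sister screen read the other way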
MRP resist rev – reversal of MRP1-mediated doxorubicin resistance, primary screen, H69AR cells, doxorubicin co-treatment. H69AR cells + 2 uM doxorubicin, CellTiter-Glo, 72 h. differential viability (reversal), % at 10 µM. 85,000 tested, 0.04% active. AID 602, 2007;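 active = viability drop by adding the cancer drug above about 55%, with treated viability meeting a 40% cutoff, limit read from the data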;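 note: viability without doxorubicin minus viability with 2 µM doxorubicin for each compound; larger differential means the compound sensitizes cells more to doxorubicin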
PLAP inhibitors HTS – PLAP enzyme inhibitors, biochemical, luminescence, HTS (AID 690). purified PLAP, luminescent substrate; higher % means a stronger effect. inhibition, % at 20 µM; hits with a dose series show IC50 in µM. Alkaline phosphatase, placental type (Homo sapiens). 96,000 tested, 0.08% active; in the data active = a potency from the dose series; inactive = the rest, 99 in 100 with inhibition below about 30%; note: strong numbers were not always called active
MRP resist rev cytotoxicity – further read-out of MRP resist rev, marked with its call; viability, %; H69AR cells, CellTiter-Glo, 72 h; measured here: cytotoxicity without doxorubicin
MRP resist rev with doxorubicin – also measured in MRP resist rev; calls as there; viability, %; measured here: viability with 2 uM doxorubicin; hits give low values
NFkB transloc inh cell count 2 µM – also measured in NFkB transloc inh; calls as there; cell count; measured here: cells passing quality filter;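 raw number of nuclei counted in each imaged well without normalization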
IL1B NFkB pot cell count 2 µM – also measured in IL1B NFkB pot; calls as there; cell count; measured here: cells passing quality filter
* = called active by the depositor; x = no result given; & = joins results of further samples.

The opening ten records, to show the layout:
SMILES | Bcl-B TR3 displacers | IL1B NFkB pot | IL1B NFkB pot cell count 2 µM | NFkB transloc inh | NFkB transloc inh cell count 2 µM | MRP resist rev | MRP resist rev cytotoxicity | MRP resist rev with doxorubicin | PLAP inhibitors HTS
COc1ccc(-c2ccc(SCC(=O)Nc3cc(C)on3)nn2)cc1OC | -3% | 26 | 87 | -26 | 87 | 12 | 88 | 76 | -2%
CCOc1ccc2nc(NC(=O)CS(=O)(=O)c3ccc(C)cc3)sc2c1 | 10% | 22 | 64 | -22 | 64 | -22 | 2 | 24 | 0%
O=C(CN1C(=O)CSC1=O)Nc1ccc2c(c1)OCCO2 | 6% | x | x | x | x | 4 | 95 | 91 | -2%
Cc1c(N=Cc2c(O)n(Cc3ccco3)c(=O)c3ccccc23)c(=O)n(-c2ccccc2)n1C | 22% | -10 | 104 | 10 | 104 | -22&19 | 66&93 | 88&74 | -32%
CCOC(=O)CC(=O)CSc1nc(-c2cccnc2)ccc1C#N | 19% | 9 | 140 | -8 | 140 | -9 | 72 | 81 | -12%
CCn1c(NC(=O)c2cccc(Cn3cc(Cl)cn3)c2)nc2ccccc21 | x | 27 | 52 | -27 | 52 | 3 | 61 | 59 | x
Cc1nn(C)c(C)c1S(=O)(=O)Nc1ccc2c(c1)OCO2 | 10% | 1 | 188 | -1 | 188 | -2 | 93 | 95 | 13%
COc1cc(CNCc2ccccn2)ccc1OCc1c(Cl)cccc1Cl | -5% | -4 | 133 | 4 | 133 | x | x | x | -97%
COC(=O)COn1c(SCC(=O)OC)nc2ccccc2c1=O | -6% | x | x | x | x | -12 | 94 | 106 | 2%
O=C(CCC(=O)OCCCC(F)(F)C(F)(F)F)Nc1ccc(Cl)cc1Cl | 5% | 9 | 200 | -9 | 200 | -25 | 88 | 113 | -7%

Main list, previewed entries included:
SMILES | Bcl-B TR3 displacers | IL1B NFkB pot | IL1B NFkB pot cell count 2 µM | NFkB transloc inh | NFkB transloc inh cell count 2 µM | MRP resist rev | MRP resist rev cytotoxicity | MRP resist rev with doxorubicin | PLAP inhibitors HTS
COc1ccc(-c2ccc(SCC(=O)Nc3cc(C)on3)nn2)cc1OC | -3% | 26 | 87 | -26 | 87 | 12 | 88 | 76 | -2%
CCOc1ccc2nc(NC(=O)CS(=O)(=O)c3ccc(C)cc3)sc2c1 | 10% | 22 | 64 | -22 | 64 | -22 | 2 | 24 | 0%
O=C(CN1C(=O)CSC1=O)Nc1ccc2c(c1)OCCO2 | 6% | x | x | x | x | 4 | 95 | 91 | -2%
Cc1c(N=Cc2c(O)n(Cc3ccco3)c(=O)c3ccccc23)c(=O)n(-c2ccccc2)n1C | 22% | -10 | 104 | 10 | 104 | -22&19 | 66&93 | 88&74 | -32%
CCOC(=O)CC(=O)CSc1nc(-c2cccnc2)ccc1C#N | 19% | 9 | 140 | -8 | 140 | -9 | 72 | 81 | -12%
CCn1c(NC(=O)c2cccc(Cn3cc(Cl)cn3)c2)nc2ccccc21 | x | 27 | 52 | -27 | 52 | 3 | 61 | 59 | x
Cc1nn(C)c(C)c1S(=O)(=O)Nc1ccc2c(c1)OCO2 | 10% | 1 | 188 | -1 | 188 | -2 | 93 | 95 | 13%
COc1cc(CNCc2ccccn2)ccc1OCc1c(Cl)cccc1Cl | -5% | -4 | 133 | 4 | 133 | x | x | x | -97%
COC(=O)COn1c(SCC(=O)OC)nc2ccccc2c1=O | -6% | x | x | x | x | -12 | 94 | 106 | 2%
O=C(CCC(=O)OCCCC(F)(F)C(F)(F)F)Nc1ccc(Cl)cc1Cl | 5% | 9 | 200 | -9 | 200 | -25 | 88 | 113 | -7%
Cc1ccc(CNC(=O)CN2C(=O)COc3ccc(C)cc32)cc1 | 3% | 0 | 109 | 0 | 109 | 2 | 89 | 86 | -7%
COc1ccccc1CNCC(O)(c1ccc(Cl)cc1)c1ccc(Cl)cc1 | 0% | -3 | 111 | 3 | 111 | x | x | x | 19%
O=C(CSc1nc(NS(=O)(=O)c2ccccc2)cc(=O)[nH]1)Nc1ccc(F)cc1 | -3% | -13 | 135 | 13 | 135 | -7 | 92 | 99 | 16%
Cc1ccc(S(=O)(=O)NC2CCCC(C(=O)O)C2)cc1 (stereo not drawn) | 9% | -4 | 186 | 4 | 186 | 4 | 98 | 93 | -8%
CNC(=O)c1cc2c(ccc3ccccc32)oc1=N | x | -8 | 108 | 8 | 108 | x | x | x | x
COc1ccc(/C(O)=C2/C(=O)C(=O)N(Cc3cccnc3)C2c2ccncc2)cc1F (stereo not drawn) | 9% | 9 | 181 | -9 | 181 | -6 | 96 | 102 | 9%
CCCCN(CCCC)c1nc(OC)nc(-n2nnc(C(C)=O)c2C)n1 | -8% | -12 | 166 | 12 | 166 | 15 | 37 | 23 | -19%
Cc1ccccc1-c1nc(CS(=O)(=O)CC(=O)Nc2cc(F)ccc2F)c(C)o1 | -2% | x | x | x | x | 16 | 99 | 83 | -6%
Cc1ccc(NCCC(=O)c2cccs2)cc1Cl | 0% | 12 | 203 | -12 | 203 | x | x | x | 3%
COc1cccc(C2CC(c3ccccc3)Nc3ncnn32)c1 (stereo not drawn) | -8% | 11 | 118 | -11 | 118 | 11 | 98 | 87 | -26%
CC(C)(C)c1nnc2sc(SCC(=O)c3ccc(Cl)cc3)nn2c1=O | -2% | -13 | 124 | 13 | 124 | 17 | 73 | 56 | -13%
O=c1[nH]cnc2sc3c(c12)CCCC3 | -2% | -8 | 136 | 8 | 136 | 2 | 88 | 86 | -30%
O=C(C1=C(O)C(=O)N(Cc2ccco2)C1c1cccnc1)c1cc2ccccc2o1 (stereo not drawn) | 9% | -9 | 188 | 9 | 188 | 29 | 92 | 63 | 0%
Cc1cc(C(=O)NCCN2CCCCC2C)n(-c2ccccc2)n1 (stereo not drawn) | -5% | 6 | 57 | -6 | 57 | 1 | 97 | 96 | -6%
Clc1ccc(-n2nnnc2CN2CCCCC2)cc1Cl | -2% | -1 | 136 | 1 | 136 | x | x | x | 3%
SMILES | Bcl-B TR3 displacers | IL1B NFkB pot | IL1B NFkB pot cell count 2 µM | NFkB transloc inh | NFkB transloc inh cell count 2 µM | MRP resist rev | MRP resist rev cytotoxicity | MRP resist rev with doxorubicin | PLAP inhibitors HTS
O=C(CSc1nc(O)cc(=O)[nH]1)Nc1ccc2c(c1)CCC2 | -2% | -7 | 94 | 7 | 94 | 6 | 96 | 90 | -34%
N#CC1=C(N)OC2=C(C(=O)CCC2)C12C(=O)N1CCCc3cccc2c31 (stereo not drawn) | -11% | 6 | 177 | -6 | 177 | 5 | 88 | 83 | 1%
Nc1cc2c(cc1C(=O)c1ccccc1)OCCO2 | -13% | -5 | 148 | 5 | 148 | -3 | 72 | 75 | 12%
CC(=O)c1nn(-c2cccc(Br)c2)cc1C(=O)c1ccco1 | x | 0 | 176 | 0 | 176 | -3 | 78 | 80 | x
Cc1cc2ncn(S(=O)(=O)N3CCOCC3)c2cc1C | 2% | -6 | 84 | 6 | 84 | -3 | 100 | 102 | -37%
NS(=O)(=O)c1ccc(N2N=C(c3ccccc3)CC2c2ccc(F)cc2)cc1 (stereo not drawn) | 5% | 10 | 115 | -10 | 115 | x | x | x | -73%
COc1ccc(Cn2cc(F)c(=O)n(CCC(C)C)c2=O)cc1[N+](=O)[O-] | -1% | 10 | 142 | -10 | 142 | x | x | x | 3%
c1csc(-c2nnc3ccccn23)c1 | -3% | 1 | 74 | -1 | 74 | -4 | 94 | 98 | 11%
O=C(CCCCCn1c(SCc2ccncc2)nc2ccccc2c1=O)NCc1ccco1 | x | 5 | 167 | -5 | 167 | 1 | 82 | 80 | x
COc1ccc(/C=N\NC(=O)c2cc(OCC(F)(F)F)ccc2OCC(F)(F)F)cc1 | 2% | x | x | x | x | x | x | x | 21%
Cc1ccc(/C=C/c2nnc(-c3cccs3)o2)cc1 | -2% | x | x | x | x | x | x | x | -2%
Cc1nn2c(-c3ccc(Cl)cc3)nnc2s1 | 0% | x | x | x | x | -6 | 90 | 96 | 11%
O=C(NCc1ccc2c(c1)OCO2)c1cc(-n2cnnc2)ccc1Cl | -12% | -16 | 105 | 16 | 105 | -5 | 101 | 106 | 14%
O=c1[nH]n(Cc2ccccc2)c(=O)c2ccccc12 | 10% | 4 | 129 | -4 | 129 | x | x | x | 25%
COC(=O)C(O)(CC(=O)Nc1ccc(OC)cc1)C(F)(F)F (stereo not drawn) | x | 10 | 157 | -10 | 157 | 4 | 96 | 93 | x
CCOC(=O)C1C2C=CC3(CN(C4CCCC4)C(=O)C13)O2 (stereo not drawn) | 2% | x | x | x | x | 13 | 116 | 103 | -1%
Cc1ccnc(NS(=O)(=O)Cc2ccccc2)c1 | -11% | 17 | 150 | -17 | 150 | -24 | 68 | 93 | -14%
CN(C)c1ccnc2sc3c(=O)n(Cc4ccccc4)cnc3c12 | 4% | 7 | 188 | -7 | 188 | x | x | x | 13%
CN(C)/C=C/C(=O)c1ccccc1F | 1% | -3 | 132 | 3 | 132 | x | x | x | -8%
Cc1cc(N2CC34C=CC(O3)C(C(=O)O)C4C2=O)no1 (stereo not drawn) | -3% | -6 | 127 | 6 | 127 | -1 | 99 | 100 | -6%
CCOC(=O)C1CCN(S(=O)(=O)c2ccc(OC)c(Cl)c2Cl)CC1 | -2% | 17 | 139 | -17 | 139 | -5 | 81 | 86 | 6%
CC(=O)NC(=O)Nc1sc(=S)n(C)c1C | -4% | -2 | 120 | 2 | 120 | 4 | 110 | 105 | 18%
COc1ccccc1NC(C)=O | -5% | x | x | x | x | 17 | 97 | 80 | 6%
CC(=O)c1ccccc1NC(=O)CSc1nnc2ccccn12 | 14% | -5 | 177 | 5 | 177 | -3 | 82 | 85 | -2%
Cc1nc2ccc(NC(=O)N3CCC(c4ccccc4)C3)cc2nc1C (stereo not drawn) | -1% | -2 | 105 | 2 | 105 | x | x | x | -47%
SMILES | Bcl-B TR3 displacers | IL1B NFkB pot | IL1B NFkB pot cell count 2 µM | NFkB transloc inh | NFkB transloc inh cell count 2 µM | MRP resist rev | MRP resist rev cytotoxicity | MRP resist rev with doxorubicin | PLAP inhibitors HTS
CCOC(=O)c1c(CN2CCN(c3ccccc3)CC2)oc2ccc(O)cc12 | -1% | x | x | x | x | -48 | 31 | 79 | -32%
Cc1cc(Cl)ccc1OCC(=O)NCCOc1nc(N2CCOCC2)nc(N2CCOCC2)n1 | -3% | 14 | 181 | -14 | 181 | x | x | x | -41%
Cc1ccc(OCc2nc(C#N)c(NCc3ccc4c(c3)OCO4)o2)cc1 | -13% | 16 | 170 | -16 | 170 | 26 | 107 | 80 | -16%
CCC(=O)NC(C)c1nc2ccccc2n1C (stereo not drawn) | -9% | x | x | x | x | 1 | 88 | 88 | 21%
CC(C)NS(=O)(=O)c1ccc(OCC(N)=O)c(Cl)c1 | -6% | 1 | 141 | -1 | 141 | 0 | 101 | 101 | 5%
Cc1cc(NCCNC2=CC(=O)CCC2)nc2ccccc12 | x | 1 | 161 | -1 | 161 | x | x | x | x
CC(C)CC(=O)NC(=S)Nc1ccccc1C(=O)Nc1ccccc1 | -2% | 0 | 175 | 0 | 175 | x | x | x | -21%
CSc1cccc(NS(=O)(=O)c2cccs2)c1 | 1% | 6 | 135 | -6 | 135 | 0 | 101 | 101 | 6%
O=c1c2[nH]c3cccc(Cl)c3c2ncn1Cc1ccncc1 | -2% | -4 | 152 | 4 | 152 | 8 | 90 | 82 | -10%
Cc1nc(N2CCN(C)CC2)[nH]c(=O)c1Cc1cccc2ccccc12 | 2% | 15 | 170 | -15 | 170 | 3 | 100 | 97 | -30%
Cc1ccc(CSc2nnc3nc(C)cc(C)n23)cc1 | -2% | 8 | 209 | -8 | 209 | 3 | 97 | 94 | -5%

Screening results: PubChem BioAssay, several laboratories

These rows are one share of the data; rates above refer to the full screens.
